AI-2 QS modul = Vibrio harveyi AI-2 quorum sensing modulators, primary screen, JMH597 strain, luminescence/OD600 ratio; Vibrio harveyi JMH597 AI-2 luminescence/OD600 ratio, 9 h; hits give low values; strain lacks LuxN and CqsS sensors; 0 = neutral-control median; activity change, % at 7.5 µM; 0.4% of 300,000 active; AID 2094, 2009; in the data active means activity change below about -75%, passing the limit was not always enough;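 further: luminescence divided by OD600 gain over 9 h not by final OD600 alone; inactives centre near 13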
KLF5 inhibitor = KLF5 expression inhibitors, primary screen, DLD-1 cells, luminescence | DLD-1 KLF5 promoter-luciferase reporter | inhibition, % at 5 µM | 0.23% of 290,000 active | AID 1700, 2009;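 active means inhibition above a per-plate limit of that plate's mean compound inhibition plus 3 SD, cut at about 60% in these data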;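 further: 0% = DMSO wells and 100% = LY294002 at 200 µM; higher means less KLF5 promoter-driven luciferase light; inactives centre near -14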
IEC-6 tox = cytotoxicity in IEC-6 intestinal epithelial cells, primary screen, cytotoxicity control for KLF5 inhibitor project, cell-based, luminescence | IEC-6 cytotoxicity, luminescence viability | inhibition, % at 5 µM | 0.78% of 290,000 active; in the data active means inhibition above about 22%;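 further: 0% = plate median of test compound wells and 100% = cytotoxic reference compound wells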
GSK3A inh = blockers of GSK3A enzyme activity – biochemical, luminescence, cell-free homogeneous, HTS, primary screen; Glycogen synthase kinase-3 alpha (Homo sapiens), P49840; AID 2650, 2010; inhibition, % at 10 µM; 0.1% of 320,000 active; GSK-3 alpha kinase, ADP-Glo luminescence, 60 min;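 in the data active means inhibition above about 50%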;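 further: GST-tagged GSK-3 alpha with peptide substrate and 25 µM ATP; 0% = DMSO neutral wells and 100% = GW8510 positive control wells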
Target sequence (P49840 whole entry, looked up): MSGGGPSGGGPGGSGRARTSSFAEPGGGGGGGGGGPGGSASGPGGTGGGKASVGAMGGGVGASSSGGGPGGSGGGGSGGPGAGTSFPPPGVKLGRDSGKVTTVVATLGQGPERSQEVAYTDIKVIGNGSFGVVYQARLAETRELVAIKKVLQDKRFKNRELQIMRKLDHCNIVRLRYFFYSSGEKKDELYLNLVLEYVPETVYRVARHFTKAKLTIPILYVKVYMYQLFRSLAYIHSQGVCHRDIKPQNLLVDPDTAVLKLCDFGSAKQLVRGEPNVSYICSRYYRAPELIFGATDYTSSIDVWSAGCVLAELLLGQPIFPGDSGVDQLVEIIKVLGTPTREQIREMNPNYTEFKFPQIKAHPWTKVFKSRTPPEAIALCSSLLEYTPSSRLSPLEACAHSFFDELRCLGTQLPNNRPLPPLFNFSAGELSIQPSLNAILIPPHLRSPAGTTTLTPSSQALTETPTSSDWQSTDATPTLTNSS
HSP90 inh = HSP90 inhibitors, primary screen, cell lysate, luminescence. Heat shock protein HSP 90 (rabbit reticulocyte lysate; luciferase refolding). Rabbit reticulocyte lysate, luciferase refolding luminescence, 3 h. inhibition, % at 5.6 µM. 0.91% of 290,000 active. AID 1789, 2009;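 active means inhibition above the screen-wide mean plus 3 SD, computed separately per campaign, cut at about 16% in these data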;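 further: 0% = DMSO wells and 100% = 60 µM geldanamycin wells; inhibitors lower the luminescence because luciferase stays unfolded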
HSF-1 act = HSF-1 activators, primary screen, NIH3T3-HGL cells, MG132 stress, luminescence, single point | NIH3T3-HGL HSF-1 luciferase reporter, 8 h; 100% = twice DMSO control signal | activation, % at 9 µM | 1.7% of 300,000 active;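 active means mean replicate activation of at least 50% with a set share of replicates each reaching 50%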;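 further: 0% = median of the neutral control wells and 100% = twice that signal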
aSyn 5UTR inh = MLPCN primary screen, SNCA 5' untranslated region | alpha-synuclein 5'UTR reporter, inhibitor activity | inhibition, % (tested at 7.5 µM) | 0.82% of 300,000 active | AID 1813, 2009; in the data active means inhibition above about 60%;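 further: H4 neuroglioblastoma cells stably carrying SNCA 5'UTR luciferase fusion; 0% = DMSO wells and 100% = positive control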
HSF1 inhib = HSF1 inhibitors in luciferase reporter cells, primary screen, cell-based, NIH3T3, luminescence; NIH3T3-HGL HSE-luciferase, MG132-induced, luminescence 8 h; hits give low values; activity change, negative = inhibition, % at 7.5 µM (by protocol); 0.77% of 300,000 active; AID 2098, 2009;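 active means more than half of replicate wells show activity change below -50%, luminescence cut by over half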;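 further: luciferase reports HSF-1 transcriptional activity via heat shock element; 0% = median of DMSO wells and -100% = zero luminescence signal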
HIF act = HIF pathway transcriptional activators, primary screen, cell-based, U2OS HRE-luciferase, luminescence; U2OS HRE-luciferase reporter; normalized: DMSO 0%, desferrioxamine 100%; activation, % at 7.5 µM (by protocol); 0.32% of 300,000 active; AID 1910, 2009;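 active means mean activation of at least 10% of the iron chelator positive control signal, with at least half of replicates also reaching 10%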
GSK3B inh = human GSK3beta kinase inhibitors, primary screen, biochemical, cell-free homogeneous, HTS; 0.038% of 300,000 active; Glycogen synthase kinase-3 beta (Homo sapiens), P49841; activity score (negative = inhibition), % at 10 µM; GST-GSK3beta kinase, ADP-Glo luminescence, 60 min; hits give low values; AID 2097, 2009;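 active means more than half of replicate wells score below -50%, meaning over 50% inhibition versus plate controls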;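 further: 0% = median DMSO wells and -100% = median GW8510 positive control wells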
Target sequence (P49841 whole entry, looked up): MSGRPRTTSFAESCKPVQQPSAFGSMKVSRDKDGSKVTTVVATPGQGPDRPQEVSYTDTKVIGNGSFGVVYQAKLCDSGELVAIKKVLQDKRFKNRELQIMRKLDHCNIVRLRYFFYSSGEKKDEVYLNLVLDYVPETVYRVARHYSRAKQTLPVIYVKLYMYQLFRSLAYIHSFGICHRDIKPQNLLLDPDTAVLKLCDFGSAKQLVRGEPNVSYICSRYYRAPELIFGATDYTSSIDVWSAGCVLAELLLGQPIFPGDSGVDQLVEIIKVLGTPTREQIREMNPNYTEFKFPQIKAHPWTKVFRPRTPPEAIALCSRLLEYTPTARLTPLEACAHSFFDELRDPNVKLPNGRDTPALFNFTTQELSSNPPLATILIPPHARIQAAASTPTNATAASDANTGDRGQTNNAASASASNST
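test system = GST-tagged human GSK3beta kinase, cell-free | reagent = 25 µM ATP with peptide substrate | dosing = one dose of 10 µM per compound | schedule = 60 min reaction, RT | detection = luminescent ADP-Glo measurement of ADP formed | control set = DMSO neutral wells and GW8510 at 20 µM as positive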
Starred values were filed as active, the others as inactive; · = not tested or not shown.

Field names – A = AI-2 QS modul; B = KLF5 inhibitor; C = IEC-6 tox; D = GSK3A inh; E = HSP90 inh; F = HSF-1 act; G = aSyn 5UTR inh; H = HSF1 inhib; I = HIF act; J = GSK3B inh
> c1ccc2c(c1)OCCOCCOCCOCCOc1ccccc1OCCOCCOCCO2
  A = 13; B = -15; C = 3; D = -2; E = 3; F = 21; G = -14; H = -1; I = 0.0; J = 1
> CC(C(=O)NC1CCCCC1)N(Cc1ccc(F)cc1)C(=O)c1snc(C(N)=O)c1N (centres undefined)
  A = 14; B = -30; C = -5; D = 0; E = -3; F = -29; G = 1; H = -10; I = -0.4; J = 5
> O=C(NCCN1CCOCC1)c1ccc2c(c1)N(Cc1cccc(F)c1)C(=O)c1ccccc1S2
  A = 1; B = 13; C = 7; D = -4; E = 20*; F = -3; G = 2; H = 1; I = -0.2; J = 0
> CC(C)c1ccc(S(=O)(=O)N2CCN(CC(=O)c3ccc(O)c(O)c3)CC2)cc1
  A = 7; B = 2; C = 11; D = 0; E = -1; F = -14; G = 3; H = -9; I = -0.4; J = -1
> CCn1c(SCC(=O)NCc2ccco2)nnc1-c1ccncc1
  A = -5; B = -17; C = -7; D = 0; E = 0; F = 16; G = -19; H = -3; I = -1.0; J = 6
> CC(C)(C)n1nc(Cc2cccc3ccccc23)c(C#N)c1N
  A = 4; B = ·; C = ·; D = 0; E = ·; F = 2; G = 27; H = 5; I = -0.7; J = 1
> CCNC(=O)C1Cc2cc(S(=O)(=O)N3CCCC3)ccc2N1C(C)=O (centres undefined)
  A = 24; B = -38; C = -2; D = -1; E = 0; F = 0; G = -6; H = -3; I = -0.6; J = 0
> O=C(CN1CCN(c2ccc(F)cc2)CC1)N1CCC(Cc2ccccc2)CC1
  A = 35; B = -32; C = 2; D = -5; E = 4; F = 16; G = 35; H = -2; I = -0.2; J = 2
> O=C(CNC1CCCCC1)Nc1ccc([N+](=O)[O-])cc1C(=O)Nc1ccccc1F
  A = 13; B = -10; C = 8; D = -2; E = 0; F = -7; G = -8; H = 2; I = -0.8; J = 0
> CC(C)c1ccc(N(C(=O)c2csnn2)C(C(=O)NC(C)(C)C)c2cccnc2)cc1 (centres undefined)
  A = 5; B = -21; C = -2; D = -1; E = -4; F = 1; G = -24; H = -4; I = -0.6; J = 2
> CCc1c(C)sc(NC(=O)C2CCCCC2C(=O)O)c1C(N)=O (centres undefined)
  A = 26; B = -8; C = 4; D = -1; E = 2; F = 2; G = -14; H = -9; I = -11; J = 3
> Cc1ccc(CSCC(=O)NCc2cccs2)cc1
  A = 8; B = 1; C = 0; D = -3; E = -1; F = -2; G = 2; H = -8; I = 0.1; J = 4
> O=C(CCC(=O)N1CCN(Cc2ccc(F)cc2)CC1)Nc1nnc(C(F)(F)F)s1
  A = -8; B = -48; C = -6; D = -6; E = -3; F = -13; G = 29; H = -6; I = 0.5; J = 1
> COC(=O)C1CCN(C(=O)COC(=O)CC(NC(N)=O)c2ccc(Cl)cc2)CC1 (centres undefined)
  A = 19; B = -20; C = -5; D = -1; E = 3; F = 12; G = 0; H = -3; I = 0.1; J = 1
> COC(=O)[C@@H]1C[C@@]2(O)[C@@H](O)[C@@H](O)[C@@H](O)C[C@H]2N1C/C=C/c1ccccc1
  A = -5; B = ·; C = ·; D = 1; E = ·; F = -13; G = 9; H = -3; I = 0.0; J = 1
> CNc1ncc(C(=O)c2ccc(-c3ccccc3)cc2)s1
  A = 7; B = -126; C = 20; D = -2; E = 1; F = 36; G = -54; H = 17; I = 3.1; J = -5
> COc1ccc(N2CCN(C(=O)CCNC(=O)c3ccc(C(C)(C)C)cc3)CC2)cc1
  A = 22; B = 8; C = 6; D = -3; E = 2; F = -14; G = 16; H = 3; I = -0.3; J = 2
> CCC(=O)Nc1ccc(S(=O)(=O)Nc2ccccn2)cc1
  A = 19; B = 8; C = -1; D = 7; E = -1; F = -10; G = 6; H = -3; I = -0.1; J = 0
> COc1ccc(N(CC(=O)N2CCN(C)CC2)S(=O)(=O)c2cc(C)ccc2OC)cc1Cl
  A = 8; B = -26; C = 0; D = -1; E = -1; F = 8; G = -3; H = 2; I = 0.1; J = -2
> O=C(NC1CCCCC1)c1cc(-c2cccc(Cl)c2)on1
  A = 7; B = -112; C = 0; D = 1; E = 4; F = 38; G = -235; H = 8; I = 1.3; J = 6
> O=C1c2ccccc2C(=O)N1CCSC(=S)N1CCOCC1
  A = 17; B = -67; C = -6; D = 0; E = -5; F = 38; G = -60; H = 5; I = 1.7; J = 1
> COC(=O)c1ccc(NC(=O)c2cccc(Cl)c2)o1
  A = 7; B = 3; C = -2; D = -3; E = 1; F = -1; G = -86; H = 7; I = 0.8; J = -9
> CC(NC(=O)COc1ccccc1-c1ccccc1)c1ccccc1 (centres undefined)
  A = 16; B = -3; C = 2; D = 0; E = 4; F = 27; G = -9; H = 16; I = 0.1; J = -2
> Nc1n[nH]c2cc(=O)n(-c3ccc(Cl)cc3)nc12
  A = -1; B = 6; C = -2; D = 39; E = 2; F = 1; G = -29; H = 2; I = -0.2; J = -20
> CC(C)C(=O)NC(=S)Nc1ccc(S(=O)(=O)Nc2nccs2)cc1
  A = -6; B = -20; C = 4; D = 0; E = 3; F = 27; G = 9; H = 2; I = -0.4; J = 3
> COCCn1ccc2c(OCC(=O)NCCc3ccccc3)cccc2c1=O
  A = 12; B = ·; C = ·; D = 1; E = ·; F = -1; G = 2; H = -2; I = -0.1; J = 1
> CN1CCCN(Cc2nc(-c3ccc(Cl)cc3)no2)CC1
  A = -11; B = -33; C = 4; D = 0; E = 2; F = -2; G = -29; H = -7; I = 0.4; J = -2
> COCCCn1c(=O)c2sccc2n2c(CCCC(=O)N3CCN(c4ccccn4)CC3)nnc12
  A = 17; B = -12; C = 0; D = 0; E = 5; F = 27; G = -8; H = 4; I = 0.0; J = 6
> C=CCN(CC=C)C(=O)C1CCN(S(=O)(=O)c2ccc(-n3cnnn3)cc2)CC1
  A = 9; B = -28; C = -9; D = 1; E = -4; F = 5; G = 10; H = -1; I = -0.6; J = -2
> COc1cc(C(c2c(O)cc(C)[nH]c2=O)c2c(O)cc(C)[nH]c2=O)ccc1O
  A = 11; B = -35; C = 2; D = -3; E = -1; F = -3; G = -11; H = -5; I = 1.9; J = 2
> C=C(C)C(=O)N1CC2(CC(c3cccc(NC(=O)CCCCC)c3)=NO2)C[C@H]1C(N)=O (some centres undefined)
  A = 14; B = ·; C = ·; D = 3; E = ·; F = -5; G = 12; H = 5; I = -0.7; J = 1
> CCOC(=O)c1cc(C(=O)Nc2ccc(S(=O)(=O)Nc3ccc(OC)cc3)cc2)nn1C
  A = 8; B = -7; C = 4; D = -2; E = 2; F = 2; G = -18; H = 0; I = -1.0; J = -1
> O=C1CCCc2nn(-c3ccccc3)nc21
  A = 9; B = -24; C = -3; D = 0; E = -2; F = -15; G = -57; H = 8; I = 2.2; J = 2
> COc1cccc(-c2c(C#N)c(SC)nc3cc(C)nn23)c1
  A = -5; B = -18; C = 10; D = -2; E = -1; F = 15; G = 25; H = 2; I = -1.1; J = -1
> CCOC(=O)C(CCCOc1ccc(C)cc1)C(=O)OCC
  A = 8; B = -16; C = 0; D = 1; E = 0; F = -4; G = -14; H = 15; I = -0.3; J = 2
> O=C1CSC(=S)N1/N=C/c1c(F)cccc1F
  A = 9; B = -27; C = -10; D = 0; E = -3; F = 0; G = 7; H = -2; I = -0.6; J = -5
> COc1cccc(OCc2nnc3n2N=C(c2ccccc2)C(CC(=O)O)S3)c1 (centres undefined)
  A = 15; B = -11; C = -9; D = -3; E = -4; F = 3; G = -5; H = -5; I = -0.4; J = 2
> CCCS(=O)(=O)N1CCCC(C(=O)Oc2ccc(Cl)cc2)C1 (centres undefined)
  A = 7; B = -31; C = -6; D = -2; E = -6; F = -5; G = 1; H = -5; I = -13; J = -3
> CCOC(CCNC(=O)c1cc(-c2cccs2)nc2ccccc12)OCC
  A = 2; B = 8; C = -2; D = 1; E = -2; F = -3; G = -3; H = -6; I = -1.0; J = -2
> CCOC(=O)c1ccc(-n2c(CN3CCN(CC)CC3)nc3ccc([N+](=O)[O-])cc3c2=O)cc1
  A = 7; B = -4; C = -3; D = -1; E = -1; F = -8; G = -16; H = -12; I = 0.1; J = 1
> CCN(c1cccc(C)c1)S(=O)(=O)c1ccc2c3c(cccc13)C(=O)N2
  A = 25; B = -12; C = -2; D = -3; E = 5; F = 10; G = 26; H = -5; I = -0.9; J = 1
> COc1ccccc1N1CCN(CCC(=O)Nc2ccc(F)cc2)CC1
  A = 21; B = -28; C = -4; D = -1; E = 0; F = 0; G = -15; H = -2; I = 0.5; J = 2
> CSc1nc(C)cc(OCCO)n1
  A = 2; B = -8; C = -8; D = 0; E = -3; F = -7; G = -22; H = -8; I = -1.5; J = 4
> Cc1noc(C)c1S(=O)(=O)N(CC(=O)NCc1ccccc1)c1ccc(C(C)C)cc1
  A = 3; B = -6; C = -2; D = -2; E = 4; F = 26; G = 5; H = 12; I = -0.2; J = -2
> O=C(CSc1nc2ccccc2o1)Nc1ccccc1N1CCCCCC1
  A = 12; B = 1; C = 5; D = 1; E = 2; F = 7; G = 1; H = 13; I = 0.0; J = -6

Whole records as entered above. Screens in order: AI-2 QS modul, KLF5 inhibitor, IEC-6 tox, GSK3A inh, HSP90 inh, HSF-1 act, aSyn 5UTR inh, HSF1 inhib, HIF act, GSK3B inh
Entry for COCCn1ccc2c(OCC(=O)NCCc3ccccc3)cccc2c1=O = 12, ·, ·, 1, ·, -1, 2, -2, -0.1, 1
Entry for O=C(CSc1nc2ccccc2o1)Nc1ccccc1N1CCCCCC1 = 12, 1, 5, 1, 2, 7, 1, 13, 0.0, -6

Source: PubChem BioAssay (several laboratories)
